Source: PubChem
USP1-UAF1 inh: inhibitors of human USP1/UAF1 deubiquitinase | O94782 | recombinant USP1/UAF1, Ub-Rhodamine cleavage fluorescence | Potency, µM (series often up to 57.1 µM), for inactives: at the highest dose activity change, negative = inhibition, usual class: inhibitors | 390,000 tested, 0.23% active | AID 743255; also: potency is read from the fitted curve at half-maximal effect; % is scaled to controls: 0 for no effect and ±100 for the full control effect; nearly all actives have a fitted effect of over 60% in size; inactives centre near -12
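1 nM enzyme complex + cpd, 15 min RT; start with Ub-Rho 150nM final; kinetic fluorescence ex 480/em 540, 6 reads q60 s. Buffer 50mM HEPES pH 7.8, 0.5mM EDTA, 0.1 mg/ml BSA, 1mM TCEP, 0.01% Tween-20.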
TrxR1 substrate: is turned over as a substrate by rat TrxR1; O89049; purified TrxR1 substrate turnover, NADPH consumption readout; Potency, µM (highest dose often 114 µM), for inactives: at the highest dose activity change, negative = substrate turnover; 390,000 tested, 0.01% active; AID 588456; also: potency is read from the fitted curve at half-maximal effect; % is scaled to controls: 0 for no effect and ±100 for the full control effect; nearly all actives have a fitted effect of over 50% in size
Target sequence (O89049 whole entry, looked up): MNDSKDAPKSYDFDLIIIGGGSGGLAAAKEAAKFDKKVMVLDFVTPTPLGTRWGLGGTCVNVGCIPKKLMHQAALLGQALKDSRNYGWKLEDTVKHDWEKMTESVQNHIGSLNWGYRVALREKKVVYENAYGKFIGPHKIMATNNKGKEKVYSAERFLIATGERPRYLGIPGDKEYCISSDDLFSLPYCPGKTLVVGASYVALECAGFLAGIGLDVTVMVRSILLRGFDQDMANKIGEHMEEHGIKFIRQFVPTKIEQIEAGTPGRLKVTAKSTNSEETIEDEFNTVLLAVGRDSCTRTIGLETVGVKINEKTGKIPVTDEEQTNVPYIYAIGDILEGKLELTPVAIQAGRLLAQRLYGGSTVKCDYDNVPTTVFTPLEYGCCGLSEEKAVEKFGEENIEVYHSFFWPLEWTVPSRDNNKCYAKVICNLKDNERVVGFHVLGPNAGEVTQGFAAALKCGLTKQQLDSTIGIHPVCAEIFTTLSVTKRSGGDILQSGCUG
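Rat TrxR1, dispensed at 90 nM, was prereduced with 400 uM NADPH (final) for 5 min at ~22 deg C, then incubated with compound 15 min before 400 uM selenite. A first-read NADPH fluorescence drop versus no-compound background flagged substrates.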
D2 antag: antagonizes the human D2 dopamine receptor. inhibition, % at 10 µM. 340,000 tested, 2% active. P14416. HEK293 TREx D2 cells, calcium flux, dopamine EC80; in the data active = inhibition above about 30%; also: 0% is about no effect
Target sequence (P14416 whole entry, looked up): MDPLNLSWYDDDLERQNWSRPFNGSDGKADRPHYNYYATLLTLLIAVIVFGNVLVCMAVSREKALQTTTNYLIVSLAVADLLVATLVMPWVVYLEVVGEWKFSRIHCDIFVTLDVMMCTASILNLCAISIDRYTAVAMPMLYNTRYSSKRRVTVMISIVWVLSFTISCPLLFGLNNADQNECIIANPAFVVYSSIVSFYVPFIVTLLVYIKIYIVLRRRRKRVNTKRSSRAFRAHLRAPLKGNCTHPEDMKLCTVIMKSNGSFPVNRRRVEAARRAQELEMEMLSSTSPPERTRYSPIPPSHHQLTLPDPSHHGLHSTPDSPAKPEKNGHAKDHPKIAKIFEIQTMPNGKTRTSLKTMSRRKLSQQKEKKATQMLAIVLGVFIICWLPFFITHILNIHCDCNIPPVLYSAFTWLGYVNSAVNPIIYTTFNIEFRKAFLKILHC
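In this primary screen, negative modulation is detected by tracking calcium flux after an EC80 dopamine challenge in inducible HEK293 T-REx D2 cells preexposed to test compound for 180 s.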
IDH1 R132H inh: blocks human mutant IDH1 R132H enzyme; O75874; IDH1-R132H enzyme, NADPH consumption, diaphorase/resazurin fluorescence; Potency, µM (highest dose often 76.6 µM), for the others: at the top dose activity change, negative = inhibition, usual class: inhibitors; 390,000 tested, 0.093% active; also: potency is read from the fitted curve at half-maximal effect; % is scaled to controls: 0 for no effect and ±100 for the full control effect; nearly all actives have a fitted effect of over 65% in size
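IDH1-R132H (0.5 ug/mL) preincubated 30 min with compound, then NADPH (0.016 mM) and alpha-KG (2 mM) added; 80 min at RT, pH 7.5. Remaining NADPH coupled via diaphorase/resazurin to fluorescence (540/590 nm); concentration-response curves normalized to no-enzyme control.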
D2 ag: D2 dopamine receptor (human) agonism | AID 485358 | 340,000 tested, 0.53% active | activation, % at 2 µM | HEK293 T-REx D2 cells, calcium flux agonist mode | P14416;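 active = activation over 3 SD above normal in the single-dose calcium agonist read, cut at about 30% in these data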; also: 0% is about no effect
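Tetracycline-induced HEK293 Trex cells with D2 receptor force-coupled to calcium signaling, plated overnight at 30 C and loaded with no-wash calcium dye. Calcium flux read kinetically for 180 s after compound addition; responses flag agonists.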
TRHR agonist: agonists of human TRH receptor. P34981. TRHR cells, calcium flux fluo-8, FDSS agonist mode. activation, % at 2 µM. 360,000 tested, 0.18% active; in the data active = activation above about 30%; also: 0% is about no effect
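Read-out: compound-evoked intracellular calcium rise in TRHR cells, fluo-8 dye, kinetic FDSS fluorescence at 1 s/cycle following a 10-cycle baseline. Cells cultured overnight before dye loading (30 min–1.5 h, RT).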
Pin1 inhibitor: inhibitors of human Pin1. Q13526. Pin1 FP peptide displacement, HiFluor488, 10 min. Potency, µM (doses to about 115 µM), for inactives: at the top dose activity, negative = inhibition, most hits filed as inhibitors. 390,000 tested, 0.009% active; active = well fitted inhibition curve with a large enough effect in the polarisation, with a control signal flat, not every such curve was filed as active; inconclusive = small, poorly fitted or top-dose-only effect, or effect the other way, or a change in a side signal; inactive = no such curve, though single readings can be large or run the other way; the % refers to the polarisation; also: potency is read from the fitted curve at half-maximal effect; % is scaled to controls: 0 for no effect and ±100 for the full control effect
Target sequence (Q13526 whole entry, looked up): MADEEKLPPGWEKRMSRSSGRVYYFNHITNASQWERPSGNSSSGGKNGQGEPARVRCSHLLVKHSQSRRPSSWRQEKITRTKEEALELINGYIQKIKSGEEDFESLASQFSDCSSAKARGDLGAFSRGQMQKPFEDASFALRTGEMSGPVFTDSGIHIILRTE
TrxR1 inh: rat TrxR1 inhibition; O89049; recombinant rTrxR1, NADPH fluorescence consumption, selenite substrate; Potency, µM (doses to about 114 µM), without a hit: at the top dose activity change, negative = inhibition, most hits filed as inhibitors; 390,000 tested, 1% active; AID 588453; also: potency is read from the fitted curve at half-maximal effect; % is scaled to controls: 0 for no effect and ±100 for the full control effect; nearly all actives have a fitted effect of over 65% in size
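Rat TrxR1 (90 nM in the dispensed reagent) was pre-reduced with 400 uM NADPH for 5 min at room temperature, then incubated with compound for 15 min. After 400 uM selenite was added, NADPH fluorescence (Ex 340/Em 450 nm) was followed for 8 min.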
TRHR PAM: TRH receptor (human) allosteric enhancement; enhancement, % at 2 µM; TRHR cells, fluo-8 calcium fluorescence, EC20 TRH enhancement; P34981; 360,000 tested, 0.66% active; in the data active = enhancement above about 30%; also: 0% is about no effect
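TRHR-expressing cells loaded with fluo-8 calcium dye were read kinetically (ex 480/em 530) during compound addition, then stimulated with an EC20 of TRH (10 nM final). Enhancement of the Gq-mediated intracellular calcium response was scored.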
* = called active by the depositor; u = inconclusive; x = no result given; & = joins results of further samples; [ ] = dose if it differs, or a comment. Unless noted, calls follow the shape of the dose curve; as a rule, active = well fitted inhibition curve with a large enough effect; inconclusive = small, poorly fitted or top-dose-only effect; inactive = no such curve, though single readings can be large or run the other way. Not all compounds are listed, so the mix of outcomes need not match the whole.

SMILES | USP1-UAF1 inh | TrxR1 substrate | D2 antag | IDH1 R132H inh | D2 ag | TRHR agonist | Pin1 inhibitor | TrxR1 inh | TRHR PAM
Cc1ccc(C2CC2C(=O)NNC(=S)Nc2ccc(Cl)cc2)cc1 (stereo unspecified) | -15% | -14% | 9 | 5% | 0.5 | -0.3 | u | -33% | 6
COc1ccc(N2CCN(c3cc(C)c4ccc(C)cc4n3)CC2)cc1 | -58% | 29% | -7 | 0% | 0.0 | 4.0 | 6% | 22%[57.1 µM] | 4
COc1ccc(C2C(C(=O)NCc3ccco3)c3ccccc3C(=O)N2C)cc1 (stereo unspecified) | u | -4% | 3 | 3% | 1.4 | 0.1 | -11% | 15%[57.1 µM] | -5
Cc1ccc(-c2nnn(CC(=O)N(Cc3ccccc3)C(C(=O)NC(C)(C)C)c3ccncc3)n2)o1 (stereo unspecified) | 0% | 0% | 25 | 1% | -0.2 | -0.1 | 6% | 11% | 3
CCCCn1[nH]c(-c2ccccc2)cc1=O | 1% | -16% | 0 | 4% | -0.3 | -0.1 | u | -13% | -7
CCCCCOc1ccc(C(=O)CCC(=O)NC(C)c2ccc(S(N)(=O)=O)cc2)cc1 (stereo unspecified) | -1% | -1% | x | -4% | x | x | -2% | 16% | x
Clc1ccc(-c2nc(NCCN3CCOCC3)c3ccccc3n2)cc1 | -27% | -3% | -11 | -2% | 1.2 | 0.8 | 2% | 4% | 9
CCc1cc(=O)oc2cc(C)c(CN3CCCC3)c(O)c12 | u | 5% | -20 | 5% | -0.9 | 1.3 | u | -21% | 23
COc1ccc(C2N=C(N)N=C(N)N2c2ccc(C)cc2)cc1 (stereo unspecified) | 6% | 6% | -7 | -1% | 0.2 | -0.6 | 2% | 18% | 0
S=c1[nH]nc(-c2cccnc2)n1/N=C/c1ccc(Br)s1 | -10% | 5%[57.1 µM] | 6 | 6% | 0.6 | 1.2 | 14% | -19%[57.1 µM] | 0
COc1cccc(-n2c(SCC(=O)N3c4ccccc4CC3C)nnc2-c2ccco2)c1 (stereo unspecified) | -7% | 7% | 17 | -9% | 1.6 | 0.8 | 24% | -11% | -16
CC(C(=O)NC1CCCCCC1)N(c1ccccc1)S(C)(=O)=O (stereo unspecified) | 2% | 9%[57.1 µM] | 12 | 5% | 0.4 | 0.4 | 7% | 19%[57.1 µM] | -1
C=CCC[C@H](Cc1ccc(F)cc1)C(=O)OC[C@H](C)NC(=O)[C@H](CC=C)CC(=O)N(CCO)Cc1ccccc1 | -7% | -3% | x | 7% | x | x | -3% | 8% | x
CCc1ccc(-c2[nH]c3c(c2-c2c(-n4cccc4)n(C)c(=O)[nH]c2=O)c(=O)[nH]c(=O)n3C)cc1 | -22% | -4% | x | 1% | 2.6 | 0.6 | -1% | -14% | 0
CC(C)c1ccc(NC(=O)C2CCCN2S(=O)(=O)c2ccccc2F)cc1 (stereo unspecified) | -17% | -11% | -4 | 0% | -1.4 | 1.5 | -3% | 2% | 8
CC(=O)c1cccc(NC(=O)COc2ccc(S(=O)(=O)N3CCOCC3)cc2)c1 | -13% | -3% | -10 | -1% | -1.3 | 0.9 | -6% | 9% | -1
COc1ccc(C)cc1S(=O)(=O)N1CCCC(C(=O)N2CCN(c3ccccc3F)CC2)C1 (stereo unspecified) | -19% | -15% | -4 | 7% | -0.5 | -0.7 | -3% | -9% | -3
C/C(=N/O)c1cc(C(C)(C)C)c(O)c(C(C)(C)C)c1 | -8% | 1%[57.1 µM] | -29 | 14% | 0.4 | 1.1 | 7% | 39%[57.1 µM] | -2
O=C1CNC(=S)N1Cc1ccccc1Cl | -12% | -1% | -11 | 1% | -0.6 | -0.4 | 6% | 11% | -3
Cc1nn(CC(=O)O)c(C)c1[N+](=O)[O-] | -10% | -5%[57.1 µM] | -3 | -7% | -0.3 | 0.9 | -4% | -10%[57.1 µM] | 6
O=C(NCCN1CCOCC1)N1CCOCC1 | -3% | 5% | 13 | -5% | -0.3 | 0.8 | 0% | 10% | -1
CC(CCc1ccccc1)NC(=O)c1ccc(Br)cc1 (stereo unspecified) | -17% | 11%[57.1 µM] | 14 | 9% | -1.0 | -1.3 | 3% | 24%[57.1 µM] | -3
CN1C(=O)CS(=O)c2ccc(C(=O)NCCC3=CCCCC3)cc21 (stereo unspecified) | -10% | 3%[57.1 µM] | -10 | 1% | -0.9 | -0.2 | -3% | 4%[57.1 µM] | -1
Cc1cc(=O)[nH]c2ccc(S(=O)(=O)Nc3ccc(O)cc3)cc12 | -22% | 2% | 1 | -4% | 1.3 | -0.1 | 6% | 13% | 2
COc1ccc2[nH]c3c(c2c1)CCN1C(=O)N([C@@H](C)C(=O)NCc2ccccc2)C(=O)[C@]31C | 14% | -5% | 10 | -3% | 36* | -0.5 | 6% | -5% | -3
COc1ccccc1N(CC(=O)NCCSCc1ccccc1Cl)S(C)(=O)=O | -8%&-24% | -1%&2% | 2 | 3%&10% | -1.4&-1.3 | -0.5&-0.9 | -7%&2% | 5%&9% | -2&3
CC(=O)c1ccc(N2CCN(C(=O)CCCn3c(=O)[nH]c4ccsc4c3=O)CC2)cc1 | -11%&-24% | -9%&-5% | -8 | -3%&19% | -0.5 | 2.0&0.0 | 11%&0% | -6%&9% | 27&-2
O=C(c1ccsc1)N1CCCC(Nc2cccc(F)c2)C1 (stereo unspecified) | -17% | 6% | 1 | 3% | -0.5 | -1.0 | -6% | 35% | 1
CSc1ccc(NC(=O)C2CCN(c3ncccn3)CC2)cc1 | -15% | 10% | x | 0% | -1.2 | -1.9 | -12% | 26% | -4
O=C(CCC1CCCC1)NC1CCCCC1 | -17% | -4%[57.1 µM] | 6 | 10% | 0.3 | -0.4 | 2% | 16%[57.1 µM] | 4
O=C(O)CC12CC3CC(C1)CC(n1ncc(NCc4ccco4)c(Cl)c1=O)(C3)C2 | -17% | -2% | -5 | 1% | -0.9 | -0.8 | -1% | u | 2
CCCCCC(=O)Nc1cc(S(=O)(=O)N2CCOCC2)ccc1N1CCCC1 | -14% | -11% | 7 | 6% | 0.0 | 0.2 | -6% | -13% | -4
Cc1ccc(NC(=O)c2sc3nc[nH]c(=O)c3c2C)cc1C | 3% | 6%[57.1 µM] | x | 0% | x | 0.0 | -1% | 36%[57.1 µM] | 0
COc1cc(OC)cc(C(=O)n2cnnc2N)c1 | -9% | 0% | -1 | 2% | -0.8 | -0.2 | -2% | 1% | 18
Cc1ccc(Cn2ccc(NC(=O)c3cc(-c4ccc(F)cc4)on3)n2)cc1 | 4% | 7% | 14 | -1% | -0.8 | -0.7 | 0% | 17% | 4
CCN(CC(=O)NCc1ccc(Cl)cc1)C(=O)c1cc2ccccc2o1 | -10% | 0%[57.1 µM] | 1 | 0% | -2.0 | 1.2 | -5% | 13%[57.1 µM] | -20

Three of the entries above in order of their number in TRHR PAM, low to high:
canonical_smiles,TRHR PAM
O=C(c1ccsc1)N1CCCC(Nc2cccc(F)c2)C1 (stereo unspecified),1
O=C(O)CC12CC3CC(C1)CC(n1ncc(NCc4ccco4)c(Cl)c1=O)(C3)C2,2
COc1cc(OC)cc(C(=O)n2cnnc2N)c1,18

Next section:
SMILES | USP1-UAF1 inh | TrxR1 substrate | D2 antag | IDH1 R132H inh | D2 ag | TRHR agonist | Pin1 inhibitor | TrxR1 inh | TRHR PAM
O=C(C1=C[C@@H](c2csc3ccccc23)C[C@@H](OCc2ccc(CO)cc2)O1)N1CCOCC1 | -24% | -1% | -6 | -23% | 0.6 | 0.6 | -10% | -3% | 3
COc1ccc(C(=O)NCCc2nnc(SCc3nc4ccccc4c(=O)[nH]3)n2C)cc1 | -23% | -3% | 24 | 0% | 0.3 | -0.1 | 5% | 0% | 4
Cc1cccn2c(=O)c(/C=C(\C#N)C(=O)NCc3ccco3)c(N3CCCCC3)nc12 | -24% | -4% | -8 | -4% | 1.3 | 0.7 | 59%[activator] | 9% | -5
CCOC(=O)c1c(NC(=O)COC(=O)c2cnc(C)cn2)sc(C(=O)N(C)C)c1C | -1% | -8% | 19 | 4% | 0.0 | -0.5 | -5% | 9% | -3
Cc1cccc(C(=O)N/N=C2\CS(=O)(=O)N(C)c3ccsc32)c1 | -6% | -2% | x | 2% | x | 0.2 | 15% | 7% | 0
Cc1ccc2oc(=O)n(CCOc3ccccc3Cl)c2c1 | -21% | 10%[57.1 µM] | -15 | 15% | -2.1 | 0.2 | -11% | 10%[57.1 µM] | -8
COc1cccc(CN2CCN(Cc3ccc(OC)c(OC)c3)CC2CCO)c1 (stereo unspecified) | -23% | 1%[57.1 µM] | -7 | 0% | -2.7 | -0.2 | 8% | 2%[57.1 µM] | 0
Cc1cc(C)nc(Sc2ccc(C=O)cc2[N+](=O)[O-])n1 | -20% | -1% | -3 | 0% | -0.6 | -0.7 | 10% | 15% | -1
Cn1c(=O)c2c(ncn2CC(O)CNc2cccc(Cl)c2)n(C)c1=O (stereo unspecified) | 1% | 5%[57.1 µM] | 7 | 2% | 0.8 | 0.4 | 2% | 8%[57.1 µM] | -7
COc1ccc(-c2cc(C)no2)cc1S(=O)(=O)N1CCN(c2ccccn2)CC1 | -21% | -5% | -1 | -10% | 0.9 | -0.6 | 8% | 8% | -8
Cc1cc(C)c(S(=O)(=O)n2ccc3ccccc32)c(C)c1 | -10% | -8% | 5 | 6% | 0.6 | 0.3 | 0% | -9% | 2
Cc1cc(OCCCCN2C(=O)NC(C)(C)C2=O)cc(C)c1Cl | -20% | -13% | -6 | 3% | -2.9 | -1.2 | -1% | -8% | -7
COC(=O)c1ccc(CSc2nc3c(c(=O)[nH]2)CCC3)cc1 | -7% | -4% | x | x | -0.1 | 0.3 | -4% | -7% | -12
N=c1oc2ccc(Cl)cc2cc1C(=O)NC1CCCCCC1 | -18% | 2% | 12 | 0% | 0.5 | 0.7 | 4% | 25% | 0
O=C1C(=Cc2cccs2)C(=O)c2ccccc21 | -3% | 7%[0.457 µM] | -11 | 1% | -0.9 | -0.9 | -1% | -13% | -1
